Source: PubChem
LAP4-GFP MLPCN: alters LAP4-GFP fluorescence in TOR pathway yeast screen; S. cerevisiae LAP4-GFP multiplex, flow cytometry GFP, 3 h; median GFP as percent of DMSO wells; GFP response vs DMSO, % at 10 µM; hit rate 0.34% among 320,000;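 active = GFP response vs DMSO above a set limit, about the screen mean plus 3 SD, cut at about 150% in these data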
Yeast superoxide: yeast age-related superoxide inhibition as caloric restriction mimetic; S. cerevisiae aged cells, superoxide DHE fluorescence; hits give low values; superoxide response (% of plate mean), % at 10 µM; hit rate 0.18% among 330,000;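 active = superoxide response under a set limit, about three screen SD below normal, cut at about 65% in these data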;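 note: yeast aged for seven days with compound at 30 °C before DHE staining; 100% = average MFI of all compound-treated wells on the plate with controls excluded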
RPL19A-GFP yeast: modulators of TOR pathway RPL19A-GFP in S. cerevisiae; S. cerevisiae RPL19A-GFP strain, flow cytometry, 3 h; hits give low values; percent response vs DMSO, % at 10 µM; hit rate 0.3% among 330,000;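 active = percent response vs DMSO below 50%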;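 note: median channel GFP fluorescence of the barcoded RPL19A-GFP strain; ratio of sample median GFP to plate DMSO average so 100% = DMSO; lower means less RPL19A-GFP as with rapamycin TOR inhibition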
CIT2 TOR yeast: yeast TOR pathway CIT2-GFP modulation. S. cerevisiae CIT2-GFP strain, flow cytometry, 3 h; 100 means same as DMSO wells. GFP response vs DMSO, % at 10 µM. hit rate 0.065% among 320,000. AID 2029;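 active = GFP response relative to DMSO above a set limit, near the screen mean plus 3 SD, cut at about 150% in these data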;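 note: ratio of well median GFP fluorescence to mean of DMSO wells on the plate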
AGP1 TOR yeast: alters AGP1-GFP fluorescence in TOR pathway yeast screen. S. cerevisiae AGP1-GFP multiplex flow cytometry, 3 h; GFP as percent of DMSO wells. GFP response vs DMSO, % at 10 µM. hit rate 0.02% among 320,000. AID 2066;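 active = GFP response relative to DMSO above a set limit, near screen average plus 3 SD, cut at about 150% in these data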;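 note: median GFP channel fluorescence of the gated AGP1 strain per well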
MEP2-GFP yeast: modulators of TOR pathway MEP2-GFP in S. cerevisiae; AID 2016; GFP response vs DMSO, % at 10 µM; hit rate 0.51% among 330,000; S. cerevisiae MEP2-GFP strain, flow cytometry GFP, 3 h; 100% = DMSO control level;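 active = GFP response versus DMSO above a set limit, roughly screen mean plus 3 SD, cut at about 180% in these data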;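 note: median GFP fluorescence of the barcode-gated MEP2-GFP cells per well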
AHR act: activates the human aryl hydrocarbon receptor. P35869. hit rate 2.5% among 320,000. AHR-responsive luciferase reporter cells, luminescence. activation, % at 5 µM; in the data active = activation above about 47%;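 note: 0% = vehicle wells and 100% = reference agonist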
Target sequence (P35869 whole entry, looked up): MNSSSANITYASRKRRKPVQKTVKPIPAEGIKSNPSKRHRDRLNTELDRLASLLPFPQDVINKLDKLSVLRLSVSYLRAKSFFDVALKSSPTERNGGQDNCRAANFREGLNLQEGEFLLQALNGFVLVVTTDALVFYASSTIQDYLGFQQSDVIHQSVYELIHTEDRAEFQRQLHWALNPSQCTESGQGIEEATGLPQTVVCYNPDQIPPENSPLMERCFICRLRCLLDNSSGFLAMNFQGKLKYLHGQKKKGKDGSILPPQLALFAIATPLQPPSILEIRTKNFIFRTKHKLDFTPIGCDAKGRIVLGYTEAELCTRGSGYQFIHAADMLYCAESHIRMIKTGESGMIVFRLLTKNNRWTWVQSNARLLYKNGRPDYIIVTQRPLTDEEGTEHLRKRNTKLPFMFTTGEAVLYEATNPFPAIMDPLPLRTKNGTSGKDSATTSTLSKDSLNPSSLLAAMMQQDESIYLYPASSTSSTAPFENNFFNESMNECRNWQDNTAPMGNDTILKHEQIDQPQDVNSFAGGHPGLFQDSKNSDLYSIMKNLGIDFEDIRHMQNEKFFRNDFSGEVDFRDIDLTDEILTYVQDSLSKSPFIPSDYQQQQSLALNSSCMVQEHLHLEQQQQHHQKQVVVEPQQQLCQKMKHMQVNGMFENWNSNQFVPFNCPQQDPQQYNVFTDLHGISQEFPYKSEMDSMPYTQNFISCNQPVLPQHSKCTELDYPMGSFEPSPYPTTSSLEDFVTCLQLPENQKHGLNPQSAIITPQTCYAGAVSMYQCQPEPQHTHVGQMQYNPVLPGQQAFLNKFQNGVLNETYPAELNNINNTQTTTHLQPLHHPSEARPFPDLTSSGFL
Efflux pump mplx: blocks antifungal efflux pumps in multiplex yeast assay | S. cerevisiae Candida pump triplex, Nile Red efflux | inhibition, % at 10 µM | hit rate 0.44% among 330,000;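 active = plate passing quality check with inhibition over a set limit, or well fluorescence over plate mean plus 4 SD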;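 note: Nile Red retained in pooled yeast measured as flow cytometry median fluorescence; 0% = buffer negative control and 100% = Enniatin B positive control; higher means more Nile Red kept so more efflux inhibition; some compounds called inactive have numbers as strong as hits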
The depositor's hits bear a star; · = not tested or not shown; & = joins results of further samples.

Below each SMILES: LAP4-GFP MLPCN, Yeast superoxide, RPL19A-GFP yeast, CIT2 TOR yeast, AGP1 TOR yeast, MEP2-GFP yeast, AHR act, Efflux pump mplx
> CCc1nnc(NC(=O)CCc2nc(C3=CCN(C)CC3)no2)s1
    101, 104, 96, 99, 101, 99, 5, 0.0
> Cc1ccc(N)c(C)c1
    92, 116, 91, 81, 89, 94, 0, 0.2
> CN(C)P(=O)(NC(=O)c1cccn1C)N(C)C
    100, 102, 100, 91, 98, 97, 1, 0.2
> C#CCN(C)[C@H](C)Cc1ccccc1
    105, 104, 98, 101, 93, 95, -2, 0.0
> CC(NC(C)(C)C)C(=O)c1cccc(Cl)c1 (stereo not drawn)
    113&104, 100&114, 104&101, 91&95, 95&98, 102&97, -2&-1, 0.0&0.0
> CC[C@]12C=CCN3CCC4(c5cc(Br)c(OC)cc5N(C)C4[C@@](O)(C(=O)OC)[C@@H]1OC(C)=O)C32 (stereo partly drawn)
    100, 88, 99, 103, 102, 99, 0, 0.1
> Clc1ccccc1C1=NCc2nncn2-c2sc(Br)cc21
    94, 98, 98, 88, 97, 98, 1, 0.0
> COc1ccc(CC(=O)N(C)C2CCCN(Cc3ccccc3F)C2)cc1OC (stereo not drawn)
    101, 90, 108, 111, 109, 112, 4, -0.1
> O=C(CSc1ccccc1)N1CCC2(CC1)OCCO2
    86, 81, 91, 92, 94, 86, 5, -0.1
> CC(=O)NCCc1c[nH]c2ccccc12
    103, 102, 98, 94, 99, 102, 1, -0.2
> CN1CCN(c2ccc([N+](=O)[O-])c(Sc3ccccn3)c2)CC1
    111, 93, 96, 96, 100, 93, 2, -0.1
> O=c1c2ccccc2nc(-c2ccoc2)n1-c1ccccc1Cl
    109, 105, 100, 94, 93, 103, 5, 0.0
> CCN1C[C@@]2(COC)C3[C@@H](OC)[C@H]4[C@@H]1[C@@]3(C1C[C@@]3(O)[C@H](OC(=O)c5ccccc5)C1[C@]4(OC(C)=O)[C@@H](O)[C@H]3OC)[C@@H](OC)C[C@H]2O (stereo partly drawn)
    108, 98, 103, 93, 92, 107, -2, 0.3
> COc1ccc(N=C(C)c2c(O)[nH]c(=O)[nH]c2=O)cc1
    97, 97, 105, 108, 105, 108, 4, 0.0
> C=C1C[C@]2(O)[C@@]3(C)CCC(=O)C(C)(C)C3=C(O)C(=O)[C@@]2(C)[C@@H]2C(=O)O[C@@](C)(C(=O)OC)C(=O)[C@@]12C
    106, 85, 100, 101, 105, 108, 4, -0.4
> O=C(Cc1cccc(C(F)(F)F)c1)N1CCN(CC(=O)N2CCCC2)CC1
    95, 111, 95, 92, 95, 96, -1, 0.1
> C[C@H]1[C@H](OC(=O)CCC(=O)NCc2ccc(C(=O)O)cc2)O[C@@H]2O[C@@]3(C)CC[C@H]4[C@H](C)CC[C@@H]1C24OO3
    112, 91, 113, 109, 105, 112, 0, -0.2
> O=c1[nH]c(=O)n(Cc2ccc(F)cc2)c(O)c1/C=N/Nc1ccccc1
    100, 98, 103, 102, 108, 98, -2, -0.2
> CC(C)CC(C)N (stereo not drawn)
    106, 109, 97, 85, 96, 91, -1, 0.0
> CN(C)C(=O)Oc1cc(=O)n2c3c(cccc13)CCC2
    93, 123, 102, 98, 98, 101, 11, 0.0
> O=C1NC(=S)NC(=O)C12C(c1ccc(F)cc1)NC(=S)NC2c1ccc(F)cc1 (stereo not drawn)
    96, 115, 95, 92, 96, 96, 3, -0.1
> O=C(c1ccc2c3c(cccc13)CC2)C1CCCN(CC2CC2)C1 (stereo not drawn)
    104, 94, 94, 90, 96, 97, 7, 0.0
> COc1ccccc1N1CCN(Cc2ccc(Cl)cc2Cl)CC1
    97, 83, 98, 100, 103, 105, 0, 0.1
> COC(=O)C1=C(c2ccc(S(C)(=O)=O)cc2)C[C@@H]2CC[C@H]1N2C(=O)NCc1ccco1
    101, 100, 94, 85, 86, 94, -5, -0.2
> CN1c2ccccc2Oc2ccccc21
    101, 124, 109, 110, 107, 108, 6, -0.1
> CN1C(=O)C(=Cc2ccc(N3CCCCCC3)cc2)C(=O)N(C)C1=O
    118, 94, 97, 84, 99, 101, 1, 0.2
> CCCC[N+]12CCC(CC1)C(C(O)(c1ccccc1)c1ccccc1)C2 (stereo not drawn)
    113, 98, 100, 101, 111, 99, -1, -0.2
> O=[N+]([O-])c1cccc(CN2CC=C(c3ccc(F)cc3)CC2)c1
    93, 104, 103, 101, 99, 102, ·, 0.1
> O=c1cccc2n1CC1CC2CN(C(c2ccccc2)c2sc3ncnn3c2O)C1 (stereo not drawn)
    111, 79, 104, 93, 97, 105, 0, -0.1
> CCOc1cc2c(cc1OCC)-n1cccc1C(c1c(O)cccc1OC)NC2 (stereo not drawn)
    97, 107, 104, 108, 98, 104, -1, 0.1
> COc1ccc(C2=NCC(=S)Nc3ccc(Cl)cc32)cc1Cl
    95, 112, 100, 100, 107, 97, -4, -0.1

Of the compounds above, seven have four or more nitrogen atoms:
Below each SMILES: LAP4-GFP MLPCN, Yeast superoxide, RPL19A-GFP yeast, CIT2 TOR yeast, AGP1 TOR yeast, MEP2-GFP yeast, AHR act, Efflux pump mplx
> CCc1nnc(NC(=O)CCc2nc(C3=CCN(C)CC3)no2)s1
    101, 104, 96, 99, 101, 99, 5, 0.0
> CN(C)P(=O)(NC(=O)c1cccn1C)N(C)C
    100, 102, 100, 91, 98, 97, 1, 0.2
> Clc1ccccc1C1=NCc2nncn2-c2sc(Br)cc21
    94, 98, 98, 88, 97, 98, 1, 0.0
> CN1CCN(c2ccc([N+](=O)[O-])c(Sc3ccccn3)c2)CC1
    111, 93, 96, 96, 100, 93, 2, -0.1
> O=c1[nH]c(=O)n(Cc2ccc(F)cc2)c(O)c1/C=N/Nc1ccccc1
    100, 98, 103, 102, 108, 98, -2, -0.2
> O=C1NC(=S)NC(=O)C12C(c1ccc(F)cc1)NC(=S)NC2c1ccc(F)cc1 (stereo not drawn)
    96, 115, 95, 92, 96, 96, 3, -0.1
> O=c1cccc2n1CC1CC2CN(C(c2ccccc2)c2sc3ncnn3c2O)C1 (stereo not drawn)
    111, 79, 104, 93, 97, 105, 0, -0.1

Not all compounds are listed (hit frequency here may not be typical).
